# Assay outcomes (PubChem BioAssay)
# HTT cytoprotect: qHTS Multiplex Assay to Identify Dual Action Probes in a Cell Model of Huntington: Cytoprotection (ATP); 0.14% of 230,000 active; PC12 HTT-Q103 induced, cytoprotection, ATP luminescence, 40 h; Potency, µM (top dose mostly 56.4 µM), for the others: cytoprotection (ATP increase), hits mostly activators;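 also: % of control where 0% means no effect; nearly all actives have a fitted effect of over 45% in size; toxic huntingtin expression switched on by the ecdysone agonist tebufenozide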
#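 Huntington model: PC12 line, ecdysone-inducible HTTQ103 exon1–GFP, tebufenozide 100 nM. Test articles in a dose series. Endpoint luminescence from cellular ATP.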
# GoLoco inh red: qHTS Assay for Inhibitors of RGS12 GoLoco Motif Activity (Red Fluorophore). 0.44% of 230,000 active. Gai1:RGS12 GoLoco peptide FP, rhodamine, 10 min. Guanine nucleotide-binding protein G(i) subunit alpha-1 (Homo sapiens), P63096. Potency, µM (doses to about 61.6 µM), without a hit: at the highest dose activity, negative = inhibition, actives largely listed as inhibitors; active = well fitted inhibition curve with a large enough effect, not every such curve was filed as active; inactive = no such curve, though single readings can be large or run the other way; also: % is scaled to controls: 0 for no effect and ±100 for the full control effect; nearly all actives have a fitted effect of over 30% in size; many of its hits are not listed in these tables
# Target sequence (P63096 whole entry, looked up): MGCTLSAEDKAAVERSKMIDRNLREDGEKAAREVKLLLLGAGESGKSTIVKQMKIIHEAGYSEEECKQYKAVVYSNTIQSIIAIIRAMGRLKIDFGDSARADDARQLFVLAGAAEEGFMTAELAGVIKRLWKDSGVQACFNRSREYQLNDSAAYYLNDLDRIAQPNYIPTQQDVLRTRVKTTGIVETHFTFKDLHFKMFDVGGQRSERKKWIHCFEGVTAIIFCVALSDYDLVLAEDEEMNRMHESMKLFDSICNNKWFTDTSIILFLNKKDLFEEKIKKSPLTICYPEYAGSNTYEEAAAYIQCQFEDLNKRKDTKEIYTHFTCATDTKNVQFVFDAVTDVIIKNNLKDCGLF
# aGlu spleen mod: qHTS Assay for Inhibitors and Activators of Human alpha-Glucosidase From Spleen Homogenate. Potency, µM (doses to about 79.9 µM), for the others: top-dose activity change, negative = inhibition, hits mostly inhibitors. Lysosomal alpha-glucosidase (Homo sapiens), P10253. 0.006% of 240,000 active. human spleen homogenate, 4-MU-alpha-glucoside fluorescence;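 also: 0% = enzyme with vehicle and -100% = no enzyme basal signal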
#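 Enzyme source: human spleen homogenate, 1 ug/well. Buffer 50 mM citric acid/K phosphate pH 5.0, 0.01% Tween-20. 4-MU-alpha-glucoside 1 mM; 37 C x 40 min; NaOH/glycine stop; fluorescence.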
# IMPase Li cell: qHTS Assay for Identifying the Cell-Membrane Permeable IMPase Inhibitors: Potentiation with Lithium; Potency, µM (top dose mostly 59.4 µM), for inactives: at the highest dose activity, negative = IMPase inhibition, actives largely listed as inhibitors; 0.35% of 210,000 active; CHO-M1 cells, IP1 TR-FRET (IP-One), carbachol + lithium;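 also: IP1 builds up when IMPase is blocked and the TR-FRET signal falls; plate controls were basal vehicle for no effect and high inhibitor control for full effect; nearly all actives have a fitted effect of over 50% in size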
#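 Test compounds were applied to CHO-M1 cells previously cultured for 16–30 h at 2000 per well. A small lithium amount accompanied them; after 30 min at 37C, IP1 was quantified by TR-FRET.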
# HTT aggregate: qHTS Multiplex Assay to Identify Dual Action Probes in a Cell Model of Huntington: Aggregate Formation (GFP) | PC12 HttQ103-GFP aggregates, Acumen cytometry, 40 h | AID 1688, 2009 | Potency, µM (series often up to 46.1 µM), inactives show at the highest dose activity change, negative = inhibition, most hits filed as inhibitors | 1.1% of 220,000 active; also: % is scaled to controls: 0 for no effect and ±100 for the full control effect; nearly all actives have a fitted effect of over 60% in size
#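 Using laser scanning cytometry, GFP-positive aggregates were counted after lysis of PC12 cells induced with 100 nM tebufenozide to express HTT exon 1 Q103–GFP. Compounds were tested in titration.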
# GAA inhib: qHTS Assay for Inhibitors of Human alpha-Glucosidase as a Potential Chaperone Treatment of Pompe Disease; Lysosomal alpha-glucosidase (Homo sapiens), P10253; purified human GAA, 4-MU-alpha-glucoside fluorescence; Potency, µM (series often up to 76.9 µM), for inactives: at the highest dose activity change, negative = inhibition, usual class: inhibitors; 0.005% of 200,000 active; AID 1466, 2008;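 also: plate controls were uninhibited enzyme wells for no effect and no-enzyme background for full effect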
#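 Endpoint fluorogenic read: 20 min room-temperature reaction of 4 nM human alpha-glucosidase with 400 uM 4-methylumbelliferyl-alpha-D-pyranoside, pH 5.0, quenched with 1M NaOH/1M glycine pH 10. AC50 from Hill modeling.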
# GAA glycogen mod: qHTS Assay for Inhibitors and Activators of Human alpha-Glucosidase Cleavage of Glycogen; Lysosomal alpha-glucosidase (Homo sapiens), P10253; recombinant GAA, glycogen substrate, Amplex Red glucose oxidase fluorescence; Potency, µM (top dose mostly 76.4 µM), inactives show top-dose activity change, negative = inhibition, hits mostly inhibitors; 0.38% of 300,000 active;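 also: 0% = full enzyme reaction and -100% = no-enzyme basal signal; the screen sought inhibitors and activators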
#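 Recombinant enzyme (4 nM final) with compounds titrated up to 77 uM and bovine liver glycogen (30 ug) in citrate pH 5.0, 0.01% Tween-20, 37 C 40 min. Released glucose detected by Amplex Red/glucose oxidase (Ex 573/Em 610); AC50 from Hill fits.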
# * = called active by the depositor; ? = inconclusive; . = not tested or not shown; [ ] = dose if it differs, or a comment. Unless noted, calls follow the shape of the dose curve; as a rule, active = well fitted curve in the direction sought with a large enough effect; inconclusive = small, poorly fitted or top-dose-only effect, or another doubt; inactive = no such curve, though single readings can be large; an effect the other way counts as inactive or inconclusive. Potency is read from the fitted curve at half-maximal effect. The list is partial (hit frequency here may not be typical).
SMILES,HTT cytoprotect,GoLoco inh red,aGlu spleen mod,IMPase Li cell,HTT aggregate,GAA inhib,GAA glycogen mod
CCOCCCNC(=O)C1CCCN1S(=O)(=O)c1ccc(Cl)cc1 (configuration not stated),2.7%,-5.0%,1.9%,12.4%[38.3 µM],0.6%,-4.9%,10.3%
COc1ccc(/C=N/NC(=O)C2c3ccccc3-c3ccccc32)cc1,8.8%[10 µM],3.0%,-8.5%,6.7%,-5.4%,-2.7%,6.5%
COc1ccc(/C=C2\SC(=N)N(c3ccc(F)cc3)C2=O)cc1,2.8%[10 µM],10.9%,-1.2%,3.9%,-7.8%[9.22 µM],?,9.3%
Cc1cc(C(=O)CN2C(=O)C(=O)N(Cc3ccccc3)C2=O)c(C)n1-c1ccccc1F,?,6.3%,-2.5%,6.7%,-23.8%,-3.5%,3.3%
COCCn1c(=O)c(-c2ccccc2)nc2cnc(Nc3ccccc3)nc21,-59.3%[inhibitor],1.9%,2.7%,3.7%,.,.,.
CS(=O)(=O)N(CC(=O)N1CCN(c2ccccc2F)CC1)c1cc(C(F)(F)F)ccc1Cl,8.2%[10 µM],-10.2%,-3.4%,4.9%[38.3 µM],5.7%[9.22 µM],-7.6%,1.9%
Cc1ccc(C)c(S(=O)(=O)N2CCCOC2CNC(=O)C(=O)NCc2ccco2)c1 (configuration not stated),1.9%[10 µM],12.1%,-3.6%,-3.3%,0.3%,-2.9%,1.5%
Cc1cccc(C)c1NC(=O)C(NC(=O)c1ccccn1)c1ccccc1[N+](=O)[O-] (configuration not stated),-24.4%[1.9 µM],-1.6%,3.8%,8.9%,9.2%,1.1%,-4.9%
Cc1ccc(NN2C(=O)C=C(c3ccc(Cl)cc3)C2=O)cc1,-78.0%[inhibitor],10.3%,1.5%,50.6%[activator][38.3 µM],-97.4%,-16.7%,0.5%
COC1=C(Nc2ccccc2)C(=O)c2ccccc2C1=O,-26.8%[10 µM],0.7%,-2.6%,71.5%[activator],6.1%,0.8%,-8.0%
CCOC(=O)C(=CNc1cc(C)ccc1[N+](=O)[O-])C(=O)OCC,2.6%[10 µM],-7.8%,-3.2%,.,-8.0%[9.22 µM],.,3.9%
Cn1c(-c2cc3c(C(F)(F)F)nn(C)c3s2)n[nH]c1=S,-51.4%[inhibitor],-7.9%,-11.5%,-31.4%[38.3 µM],29.0%,-1.2%,-9.9%
CCCc1cc(=O)oc2cc(C)c(CN3CCCC3)c(O)c12,35.6%,54.7%[activator],8.8%,1.8%[38.3 µM],-11.6%,-0.4%,-2.5%
COc1cccc(OC)c1C(=O)N1CCN(S(=O)(=O)c2ccccc2)CC1,2.4%[10 µM],2.8%,-0.5%,38.0%[activator][38.3 µM],-14.6%,?,-4.1%
CCCC(=O)OCC(=O)Nc1cc(C(C)(C)C)nn1-c1ccccc1,-5.0%,9.8%,-3.2%,22.8%[38.3 µM],-6.8%,1.3%,6.2%
CCN(CCCNC(=O)COc1cc(=O)n(CC)c2ccccc12)Cc1ccccc1,7.4%[10 µM],-0.3%,-14.6%,12.9%[38.3 µM],?,-24.2%,-4.6%
CCNC(=S)NNC(=O)c1cc(-c2ccc(OC)cc2)nc2ccccc12,.,12.4%,2.8%,-2.6%,-14.4%,3.7%,-0.8%
O=C(CCCc1cccs1)Nc1ccc2c(c1)OCO2,17.9%[10 µM],1.7%,3.9%,11.8%,-4.1%,-6.8%,-0.7%
CC(=O)Nc1cccc(-c2nc3ccc(NC(C)=O)cc3s2)c1,-30.1%[10 µM],5.7%,6.4%,-7.3%,-2.4%[9.22 µM],?,0.8%
CCN(CC)C(=O)Cn1cc(C(=O)C(=O)NCc2ccco2)c2ccccc21,10.5%,3.0%,-0.7%,-3.3%,-21.3%,-1.7%,6.7%
Cc1nc(NC(=O)CSc2nnc3ccccn23)c(Cl)cc1Cl,-11.6%,9.7%,3.9%,-7.7%[38.3 µM],4.3%,-14.7%,4.9%
O=C(NCc1ccccc1)c1cccc(F)c1F,3.8%,2.3%,-10.2%,-5.2%,5.5%,6.1%,-7.5%
Cc1ccc(S(=O)(=O)N(C)C)cc1NC(=O)COC(=O)c1ccc2c(c1)NC(=O)CS2,-4.8%[10 µM],2.9%,5.9%,.,6.3%[9.22 µM],-15.2%,1.5%
O=C1CS/C(=N/N=C/c2cccs2)N1Cc1ccc(F)cc1,20.9%[10 µM],10.4%,-1.6%,.,-15.5%[9.22 µM],.,-0.4%
COc1ccc(C2Nc3ccccc3C(=O)N2c2ccc(F)cc2)cc1Cn1nnc2ccccc21 (configuration not stated),-17.4%[10 µM],6.0%,1.8%,12.2%,-16.3%,0.8%,-11.1%
COc1ccc(-c2csc(/C(C#N)=C/Nc3ccc4c(c3)OCCO4)n2)cc1,-12.6%[10 µM],21.0%,-6.1%,0.8%,-20.1%,7.6%,-4.9%
CCOC(=O)c1c(C)[nH]c(C)c1C(=O)COC(=O)c1cccc(S(=O)(=O)NC)c1,9.3%,10.9%,-4.0%,-18.7%[38.3 µM],18.4%,1.0%,7.1%
Cc1[nH]c2ccccc2c1CCNC(=O)CCC(=O)c1ccccc1,?,17.6%,-3.3%,5.0%,28.0%,7.9%,9.0%
CCc1nccn1S(=O)(=O)c1cc(Br)ccc1OC,-7.3%,-3.7%,-6.3%,25.3%[38.3 µM],15.8%,-10.2%,8.5%
CCc1ccc(C(=O)COC(=O)CNC(=O)c2ccc(N3C(=O)c4ccccc4C3=O)cc2)cc1,-7.7%,-3.2%,-4.2%,-6.3%[38.3 µM],3.0%,1.7%,3.3%
CC(C)CC(=O)c1c[nH]c(C(=O)O)c1,-16.8%,1.6%,9.1%,-2.3%,-5.6%,-4.0%,6.3%
c1ccc2c(Nc3nc(-c4ccncc4)nc4ccccc34)cccc2c1,?,3.5%,-2.8%,.,19.1%[9.22 µM],.,4.3%
CN(Cc1ccco1)c1ncnc2ccc(-c3ccccc3Cl)cc12,-100.3%[inhibitor],5.5%,-3.2%,4.8%,.,.,.
O=C(CCc1nc2ccccc2c(=O)[nH]1)OCc1ccc(-c2ccccc2)cc1,7.8%[10 µM],0.8%,-4.4%,-23.3%,2.4%,0.2%,4.2%
CCCCc1c(O)nc(SCC(=O)NCC2CCCO2)[nH]c1=O (configuration not stated),?,1.3%,-0.2%,-3.9%[38.3 µM],5.3%,?,-2.5%
COc1ccc(S(=O)(=O)NC(C)(C)C)cc1-c1nnc2c3ccccc3c(C)nn12,2.4%,-9.1%,0.2%,24.1%[38.3 µM],29.8%,-11.0%,7.2%

# Three entries out of the list, sorted by heavy-atom count, lowest first:
SMILES,HTT cytoprotect,GoLoco inh red,aGlu spleen mod,IMPase Li cell,HTT aggregate,GAA inhib,GAA glycogen mod
CN(Cc1ccco1)c1ncnc2ccc(-c3ccccc3Cl)cc12,-100.3%[inhibitor],5.5%,-3.2%,4.8%,.,.,.
CCOC(=O)c1c(C)[nH]c(C)c1C(=O)COC(=O)c1cccc(S(=O)(=O)NC)c1,9.3%,10.9%,-4.0%,-18.7%[38.3 µM],18.4%,1.0%,7.1%
CCc1ccc(C(=O)COC(=O)CNC(=O)c2ccc(N3C(=O)c4ccccc4C3=O)cc2)cc1,-7.7%,-3.2%,-4.2%,-6.3%[38.3 µM],3.0%,1.7%,3.3%

# The list goes on.
SMILES,HTT cytoprotect,GoLoco inh red,aGlu spleen mod,IMPase Li cell,HTT aggregate,GAA inhib,GAA glycogen mod
COc1ccccc1-n1c(=S)[nH]c2c(sc(=S)n2-c2ccccc2)c1=O,-41.8%[inhibitor],6.3%,2.1%,5.4%,-3.8%,0.6%,-10.8%
N[C@@H](CCCP(=O)(O)O)C(=O)O,1.0%,-0.6%,-7.1%,-3.4%,.,.,.
COC(=O)C(C(=O)OC)c1ncccc1[N+](=O)[O-],-6.6%[10 µM],-3.7%,-4.6%,.,5.1%[9.22 µM],0.2%,-7.5%
CCOc1ccccc1NC(=O)C(OC(=O)c1ccc(O)cc1)c1ccccc1 (configuration not stated),11.8%[10 µM],-9.8%,-6.5%,15.0%,-0.6%,-8.9%,-13.5%
CCc1nnc(SCC(=O)Nc2ccccc2)nc1CC,-10.1%,-1.5%,-5.9%,2.1%[38.3 µM],3.7%,-2.9%,9.8%
COc1ccc(/C=C/C2=C[C@]3(C)C[C@]2(C)[C@H](c2ccc(OC)cc2)CC3=O)cc1,11.0%,-2.3%,-4.1%,3.5%,.,.,.
COC(=O)N/N=C/c1ccc([N+](=O)[O-])s1,.,-7.1%,-15.9%,-7.1%,?,?,4.4%
Cc1nc2ccc(Cc3ccc4nc(C)[nH]c4c3)cc2[nH]1,18.7%[1.9 µM],0.5%,-10.4%,3.9%,-19.1%,2.8%,0.3%
CCCn1c(SCC(=O)Nc2ccc(OC)cc2)nnc1-c1ccncc1,-3.8%,-2.2%,-3.8%,25.2%[38.3 µM],9.3%,-0.1%,7.4%
CCOC(=O)c1sc(Nc2nc3c(F)cccc3s2)cc1C,.,-1.2%,0.3%,-11.4%,17.3%,-4.3%,-4.3%
Cc1cccc(C(=O)Nc2nnc(-c3ccc(C(C)(C)C)cc3)s2)c1,-56.5%[inhibitor],-15.0%,8.6%,?,7.7%,-9.8%,3.4%
CCc1ccc(NC(=O)c2ccc3c(c2)C(=O)N(Cc2ccco2)C3=O)cc1,-9.5%,8.0%,-1.8%,1.7%,19.2%,1.8%,-7.3%
CN(C)c1nc(N)c([N+](=O)[O-])c(NCCO)n1,28.8%[10 µM],6.5%,1.4%,-1.8%,13.8%,-9.1%,-8.0%
Cc1ccc(-n2c(O)c(C=NCc3ccccn3)c3ccccc3c2=O)cc1C,3.7%[0.074 µM],1.8%,-11.0%,3.9%,?,3.5%,2.4%
COC(=O)CN(C)C1CC(=O)N(c2ccc(Cl)cc2)C1=O (configuration not stated),2.2%,-30.6%,-1.8%,5.9%[38.3 µM],-5.9%,-5.3%,1.0%
COc1cc(OC)c(C2=Nc3ccc(Br)cc3C(c3ccccc3)N2CC(=O)NN)cc1OC (configuration not stated),-46.6%[inhibitor],5.6%,-0.9%,3.7%,1.6%,-8.8%,-4.2%
